Compound activity from PubChem.
RAD54 inh = RAD54 (human) branch migration inhibition; Q92698; RAD54 Holliday junction branch migration, FAM/BHQ fluorescence; inhibition, % at 10.4 µM; 360,000 tested, 0.14% active;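 active = mean normalized replicate activity at least 40 and at least half of replicates scoring 40 or more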;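 note: 0% = median of neutral control wells and 100% = median of positive control wells; inhibitors cause a drop in the FAM fluorescence signal; in these data hits start at about 50%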
Target sequence (Q92698 whole entry, looked up): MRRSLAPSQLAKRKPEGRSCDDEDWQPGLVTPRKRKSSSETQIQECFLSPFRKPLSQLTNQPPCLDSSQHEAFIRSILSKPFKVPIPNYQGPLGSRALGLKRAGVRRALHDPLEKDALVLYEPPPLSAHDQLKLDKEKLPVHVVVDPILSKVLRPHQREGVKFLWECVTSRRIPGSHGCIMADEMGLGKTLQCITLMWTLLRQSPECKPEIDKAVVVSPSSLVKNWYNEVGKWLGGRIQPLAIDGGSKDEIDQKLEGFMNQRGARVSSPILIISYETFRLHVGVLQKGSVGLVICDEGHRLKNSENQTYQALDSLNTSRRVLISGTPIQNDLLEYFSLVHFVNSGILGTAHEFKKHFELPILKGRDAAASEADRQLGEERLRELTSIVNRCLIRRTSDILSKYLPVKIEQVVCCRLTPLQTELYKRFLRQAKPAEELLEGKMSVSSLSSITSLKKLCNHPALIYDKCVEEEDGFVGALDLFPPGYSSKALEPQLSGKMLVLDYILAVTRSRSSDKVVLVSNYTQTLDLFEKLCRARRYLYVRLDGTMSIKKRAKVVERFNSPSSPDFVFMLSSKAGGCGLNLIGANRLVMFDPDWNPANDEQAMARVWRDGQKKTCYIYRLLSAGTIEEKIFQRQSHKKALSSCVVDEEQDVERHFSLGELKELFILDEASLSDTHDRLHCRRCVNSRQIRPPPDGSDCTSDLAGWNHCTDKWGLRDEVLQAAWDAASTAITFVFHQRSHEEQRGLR
* marks the source's active call; other numbers are inactive results. Not all compounds are listed; count on the stated rates, not on these rows.

SMILES	RAD54 inh
COc1ccc(OC)c(NC(=O)CSCc2cnn(-c3ccccc3)c2-n2cccc2)c1	0
COc1cccc(S(=O)(=O)NCc2ccc(C(=O)NCC3CCCO3)cc2)c1 (configuration not stated)	-9
Cc1ccc2nc(-c3ccco3)c(CC3CCCCC3)n2c1	-4
COC(=O)c1cccc(N2C(=O)c3cccnc3C2=O)c1	4
Cc1onc(-c2ccccc2Cl)c1C(=O)N1CCc2ccccc2C1	8
CCCn1c(=S)[nH]c2cc(C(=O)N3CCN(c4ccccc4OC)CC3)ccc2c1=O	1
CCC(CO)NC(=O)c1cc2c(s1)CCC2 (configuration not stated)	8
O=c1oc2cc(OCc3nn[nH]n3)ccc2c2c1CCCC2	-3
Cn1c(=O)c2[nH]c(NCC3CCCO3)nc2n(-c2ccccc2)c1=O (configuration not stated)	0
COc1ccc(-c2cc3c(=O)n(CC(=O)NC4CCN(Cc5ccccc5)CC4)ncn3n2)cc1	-4
CCCCCCn1cc(C(=O)O)c(=O)c2cc(F)c(N3CCN(C)CC3)cc21	3
CCN1C(=O)CC(N2CCN(c3ccc(C(=O)c4ccccc4)cc3)CC2)C1=O (configuration not stated)	-9
CCc1c(C(=O)NCCc2ccc(OC)c(OC)c2)[nH]c(C)c1C(C)=O	-1
c1csc(C(c2nnnn2C2CCCC2)N2CCCC3(CCCCC3)C2)c1 (configuration not stated)	-5
CNC(=S)N/N=C/c1ccc(C(C)C)cc1	11
CCc1ccc2oc(C(=O)NCc3ccncc3)c(C)c2c1	-2
Cc1onc(-c2ccccc2Cl)c1C(=O)N/N=C(\N)COc1ccc(Cl)cc1	1
CC12CN3CC(C)(CN(C1)C3c1ccccc1Cl)C2O (configuration not stated)	-12
CC(Nc1ccccc1)C(=O)Nc1ccc(F)cc1 (configuration not stated)	-10
COc1ccc(Oc2nc3c(c(=O)n(C)c(=O)n3C)n2Cc2ccccc2)cc1	-3
C=CCn1c(SCC(=O)NC2CCCC2)nc2scc(-c3ccco3)c2c1=O	12
CCCCC1(C)Cc2ccccc2C(=S)N1 (configuration not stated)	-5
COC(=O)c1ccccc1NC(=O)Cn1c(SC)c(F)cnc1=O	0
O=C(O)CCC(=O)NNC(=O)CCC(=O)NCc1ccccc1	-15
COC(=O)c1cc(NC(=O)c2ccc(Cn3cc(Cl)cn3)o2)cc(C(=O)OC)c1	0
O=C1CC(c2ccc3c(c2)OCO3)c2cc3c(cc2N1)OCO3 (configuration not stated)	-8
COc1ccccc1-c1cc(C(=O)N/N=C/c2ccc(C)s2)c2ccccc2n1	2
Cc1[nH]ccc(=O)c1OCc1ccc(Cl)cc1	-8
Clc1ccc(-n2cnnn2)cc1	-4
O=C(CSc1nnc([C@@H]2CCCN2)o1)c1ccc(Cl)cc1	9
CC1CCCN(C(=O)Nc2cccc(NC(=O)N3CCCC(C)C3C)c2)C1C (configuration not stated)	-5
CC(OC(=O)C1CC=CCC1C(N)=O)C(Cl)=C(Cl)Cl (configuration not stated)	-9

Next part, starting with the last 6 of the part before.
SMILES	RAD54 inh
COc1ccccc1-c1cc(C(=O)N/N=C/c2ccc(C)s2)c2ccccc2n1	2
Cc1[nH]ccc(=O)c1OCc1ccc(Cl)cc1	-8
Clc1ccc(-n2cnnn2)cc1	-4
O=C(CSc1nnc([C@@H]2CCCN2)o1)c1ccc(Cl)cc1	9
CC1CCCN(C(=O)Nc2cccc(NC(=O)N3CCCC(C)C3C)c2)C1C (configuration not stated)	-5
CC(OC(=O)C1CC=CCC1C(N)=O)C(Cl)=C(Cl)Cl (configuration not stated)	-9
Cn1c(NCc2ccco2)nc2c1c(=O)n(Cc1ccc(Cl)c(Cl)c1)c(=O)n2C	-4
CS(=O)(=O)N1CCN(c2ccccc2NC(=O)Cc2ccccc2)CC1	6
CCC(C)[C@H](NC(=O)NCc1ccccc1)C(=O)O (some centres not stated)	4
Cn1c(=O)c2nnn(/N=C(\c3ccccc3)C3CC3)c2n(C)c1=O	10
O=C(O)c1cccc(NS(=O)(=O)/C=C/c2ccccc2)c1	3
Cc1noc(/C=C/c2ccc(-c3ccccc3Cl)o2)c1[N+](=O)[O-]	-20
CCN(CC)c1ccc2cc(C=O)c(=O)oc2c1	-222
CC1SC(c2ccc(Cl)cc2Cl)NC1=O (configuration not stated)	-1
Cc1cccc(/C=N/NC(=O)C(C)Nc2cccc3ccccc23)n1 (configuration not stated)	10
CCOC(=O)CN1N=C(/C=C/c2ccc(C)cc2)CCC1=O	5
COc1ccc(NC(=O)CSc2nc3c(sc4ccccc43)c(=O)n2CCCN2CCCC2)cc1	10
COc1cc(-c2ncc3ccccn23)cc(OC)c1OC	-2
Cc1ccc(C(=O)OCC(=O)N2CCc3ccccc32)cc1	7
O=C(c1ccccc1)n1ccc2ccccc21	1
O=C(Cn1c(=O)sc2ccccc21)NCc1ccco1	-3
COc1ccc(N2C(N)=NC(N)=NC23CCCC3)cc1	6
CC1CCc2sc3nc(N4CCN(CCO)CC4)n4ncnc4c3c2C1 (configuration not stated)	54*
CCOc1ccc(-n2c(SC(C)C(=O)OC)nc3c(c2=O)SCC3)cc1 (configuration not stated)	7
Cc1ccc(S(=O)(=O)n2nc(-c3ccc(Cl)cc3)nc2NCc2ccco2)cc1	-9
O=C(CSc1nnc(-c2ccccc2)n1-c1ccccc1)c1cccs1	5
COc1cc(C2C3=C(CCCC3=O)Nc3[nH]n(-c4ccccc4)c(=O)c32)ccc1O (configuration not stated)	0
O=C1C=C(N(CCO)CCO)C2(CCCCC2)O1	-3
CC(C)COn1c(=S)[nH]c2ccccc2c1=O	-3
COc1ccc(NC(=O)C(c2ccc(C)cc2)N(C)C(=O)CNC(C)=O)cc1 (configuration not stated)	-1
COc1ccc(CCN(C)CCN2C(=O)c3ccccc3C2=O)cc1OC	-8
O=C1CC(c2ccc(S(=O)(=O)N3CCN(c4ccccc4)CC3)cc2)CN1 (configuration not stated)	-6
O=C(COC(=O)CSCC(=O)N1CCCCC1)Nc1ccc(Cl)cc1	-11
CCOc1cc(-c2noc(CCCC(N)=O)n2)cc(Br)c1OC	-15
CCOC(=O)CC1C(=O)NCCN1C(=O)Nc1ccc(Cl)cc1 (configuration not stated)	8
O=C(C1=C(O)C(=O)N(CCCN2CCOCC2)C1c1ccccn1)c1cc2ccccc2o1 (configuration not stated)	-11
COCCNC(=O)c1c(N)n(CCCn2ccnc2)c2nc3ccccc3nc12	19
O=C(Cn1ncc2c(=O)oc3ccccc3c21)NCCC1=CCCCC1	-5
COc1ccc(OCCC(=O)NCc2ccccc2)cc1	-19
CSCCC(NC(N)=O)C(=O)NCc1cccc(Cl)c1 (configuration not stated)	-5
CCOC(=O)c1ccccc1NC(=O)/C=C/c1cc(OC)c(OC)c(OC)c1	-3
CCOC(=O)Cc1csc(SCC(=O)/C(C#N)=C(\C)N)n1	-7
Clc1ccc(OCc2nc(-c3ccncc3)no2)cc1	9
O=C(c1cc(Br)c(Br)s1)N1CCN(C/C=C/c2ccccc2)CC1	-3
CCCN(CCC)C(=O)c1ccc2c(c1)OCO2	-6
Cc1ccccc1C(=O)N1CCC(C(=O)Nc2ccc(S(=O)(=O)N3CCCC3)cc2)CC1	-4
Cc1ccc(S(=O)(=O)NNc2nc3ccccc3nc2C(F)(F)F)cc1	2
COCC(C)n1c(C)cc(C(=O)COC(=O)c2ccc3ncsc3c2)c1C (configuration not stated)	-8
CC1(C)CC(=O)C(/C=N/n2cnc3ccccc3c2=O)=C(O)C1	-16
Cc1cccc(OCC(O)Cn2c(NCc3cccnc3)nc3c2c(=O)[nH]c(=O)n3C)c1 (configuration not stated)	10
COc1cccc(C2C=C(c3cccs3)Nc3ncnn32)c1OC (configuration not stated)	-16
CCCC(=O)c1ccc(N2CCN(C(=O)c3ccccc3)CC2)c(F)c1	3
CCOC(=O)c1c(C)oc2ccc(O)c(CN(C)C)c12	-2
Cc1cc(C)nc(SCc2nnc(SCC(=O)Nc3ccccc3C)n2Cc2ccco2)n1	-8
COc1ccc(C)cc1NC(=O)CSc1nnnn1Cc1ccccc1	8
COc1ccc(Nc2c(C)cccc2C)cc1	0
COC(=O)C1C(O)=C(C=Nc2ccc(N)cc2)C(=O)CC1(C)C (configuration not stated)	-1
COc1cc2nc(-c3ccc(Br)o3)oc(=O)c2cc1OC	-10
CC1(C)CC(NC(=O)CCc2ccccc2)CC(C)(C)N1	-6
C=CCn1c(SCn2nnc3ccccc3c2=O)nnc1-c1ccc(Br)cc1	-6
Cc1ccc(SCc2cc(=O)[nH]c(N3CCOCC3)n2)cc1	-1
c1ccc(CN2CCN(CCN3CCn4c3nc3ccccc34)CC2)cc1	-16

Part of the list above, with each value named:
Cc1ccc(SCc2cc(=O)[nH]c(N3CCOCC3)n2)cc1
- RAD54 inh: -1
c1ccc(CN2CCN(CCN3CCn4c3nc3ccccc34)CC2)cc1
- RAD54 inh: -16

Other compounds follow.
SMILES	RAD54 inh
Cc1ccc2nc(SCCC#N)nc(C)c2c1	-6
CCCCCn1c(SCCCC)nc2c1c(=O)[nH]c(=O)n2C	-8
Cc1ccc(/C=N/N2CCN(Cc3ccccc3)CC2)s1	2
CCOC(=O)c1c(NC(=O)CSc2nnc(CNc3ccc(Cl)cc3)o2)sc(C)c1C	1
CCN(Cc1ccccc1)C(c1ccccn1)c1nnnn1C1CCCCC1 (configuration not stated)	12
Cn1c(=O)oc2cc(S(=O)(=O)NCCC(=O)Nc3ccc4c(c3)OCCO4)ccc21	1
CN(C)S(=O)(=O)Nc1ccc(Br)cc1F	-3
COc1cc2c(O)c3c(c(-c4ccc5c(c4)OCO5)c2cc1OC)C(=O)OC3	11
COc1ccc(N2CSC3=C(C#N)C(c4cccs4)CC(=O)N3C2)cc1 (configuration not stated)	2
CC(C)C(C(=O)Nc1nccs1)c1ccccc1 (configuration not stated)	0
Brc1cnc(N2CCCCC2)nc1N1CCOCC1	5
CCn1c(=N)n(CC(=O)c2cccc(OC)c2)c2ccccc21	-6
CCCCc1nnc(NC(=O)C(C)Sc2nc(N)cc(=O)[nH]2)s1 (configuration not stated)	-13
CCn1c(=O)cc(OCC(=O)N2CCN(c3cccc(C(F)(F)F)c3)CC2)c2ccccc21	7
O=C(CCCc1nc(-c2ccccc2Cl)no1)NCc1cccnc1	-1
N#Cc1c2c(c(Nc3ccccc3)n3c1nc1ccccc13)CCC2	-4
COc1ccc(CSc2nnc(C)n2N)cc1Br	-2
O=C(NC1CCCCC1)c1cccs1	1
COc1ccc(CC(=O)N2CCN(c3ccccn3)CC2)cc1	-9
CCCCN(CC)Cc1ccc(CNC(=O)Nc2ccc(OC)cc2OC)o1	0
N#Cc1cc(N)ccc1Sc1ccccc1	-9
COc1ccc(N2CCN(C(=O)CN(c3cccc(Br)c3)S(C)(=O)=O)CC2)cc1	3
CCCc1cc(C(F)(F)F)c(C#N)c(=O)[nH]1	3
Oc1cccc2cc3cccc(O)c3c(O)c12	1
CCCc1ccc(S(=O)(=O)NCCc2ccncc2)cc1	-7
Fc1ccc(CSc2nncn2NC/C=C/c2ccccc2)cc1	-2
Cc1ccc2oc(C(=O)Nc3nnc(C)s3)c(C)c2c1	-4
O=C(CSc1nnc(CN2CCOCC2)n1-c1ccc(Cl)cc1)Nc1cc(Cl)ccc1O	6
COC(=O)COC(=O)c1ccc(O)cc1	-4
Cc1ccc(NC(=O)C2CC(=O)OC23CCOC(C)(C)C3)cc1 (configuration not stated)	5
CCCCn1c(NCc2ccccn2)nc2ccccc21	-18
CCn1c(=O)n(CC(=O)N2CC(C)CC(C)C2)c(=O)c2ccccc21 (configuration not stated)	5
Cc1cc(C(=O)OCC(=O)N2CCOCC2)c2ccccc2n1	-11
CC(=O)c1cnc2cc(-c3ccc(C)cc3)nn2c1C	-1
COc1ccc(-c2[nH]c(-c3ccc(C(=O)O)cc3)nc2-c2ccccc2)cc1	-7
O=C(Nc1cccnc1)C1(c2ccccc2)CCCC1	-5
CCOc1cc(C2CC(=O)NC3=C2C(=O)C(C(=O)OC)C(C)C3)cc(Br)c1O (configuration not stated)	12
C=CCN1CCN(C(c2ccccc2)c2nnnn2CCC(C)C)CC1 (configuration not stated)	-11
COc1cccc(CNC(=O)C2CCCN(c3nn4c(=O)cc(C)nc4s3)C2)c1 (configuration not stated)	-2
COc1cccc(-c2sc3cc(OC)c(OC)cc3c2-c2ccc(OCCN3CCCCC3)cc2)c1	-1
CC(=O)/C=C(\C)NCCNc1c(F)c(F)c(CO)c(F)c1F	-6
COCCNC(=O)Cn1cc(C(=O)c2cccs2)c2ccccc21	1
Cc1ccc(S(=O)(=O)N[C@@H](CC(C)C)C(=O)NCc2ccco2)cc1	3
O=C(O)c1ccccc1C(=O)N1CCN(c2cccc(Cl)c2)CC1	-3
Cc1oc(-c2ccc(Cl)cc2)nc1CN1CCC(C(=O)NCc2cccs2)CC1	1
COc1ccc(C2C(C#N)=C(N)Oc3n[nH]c(C)c32)cc1Cn1cc([N+](=O)[O-])cn1 (configuration not stated)	2
O=C(Nc1ccc2c(c1)OCO2)C1CCCN1C(=O)Nc1cccc(F)c1 (configuration not stated)	-14
Cc1ccccc1OCCNC(=S)Nc1ccccc1	-4
C=CCOc1ccc(/C(CC)=N/O)cc1OC	-5
Cc1ccc(OCC(O)Cn2c(=N)n(CCN3CCOCC3)c3ccccc32)cc1 (configuration not stated)	0
CCN(CC)C(=O)CSC(=Nc1ccccc1F)NC#N	-25
